# ALOX12 inh: ALOX12 (human) lipoxygenase inhibition | 1.1% of 580,000 active | purified 12hLO, xylenol orange hydroperoxide absorbance | P18054 | Potency, µM (highest dose often 108 µM), inactives show at the highest dose activity change, negative = inhibition, most hits filed as inhibitors; also: potency is read from the fitted curve at half-maximal effect; % is scaled to controls: 0 for no effect and ±100 for the full control effect
#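 Purified human 12hLO (150 nM final) in 25 mM Hepes, 0.01% Triton X-100, pH 7.0 was preincubated 15 min at room temperature with compound. Then 40 uM arachidonic acid was added, 30 min. Hydroperoxide was read by Fe-XO absorbance ratio 573/405 nm.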
# ERG-DNA inh: inhibitors of human ERG Ets domain-DNA interaction; P11308; Potency, µM (titrated, usually from 76.9 µM), inactives show at the highest dose FP activity, negative = inhibition, actives largely listed as inhibitors; fluorescence polarization, His-ERG Ets domain / labelled DNA; 0.028% of 370,000 active; active = well fitted inhibition curve with a large enough effect in the polarisation, with a control signal flat; inconclusive = small, poorly fitted or top-dose-only effect, or effect the other way, or a change in a side signal; inactive = no such curve, though single readings can be large or run the other way; the % refers to the polarisation;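 also: polarization taken with two DNA probes labelled with fluorescein and Texas red; potency is read from the fitted curve at half-maximal effect; % of control where 0% means no effect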
#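 His-tagged ERG Ets domain (1 uM in the protein solution; 300mM KCl, 50mM Tris-HCl, 1mM EDTA, 1mM DTT, pH 7.5) received compound, then a probe mix of 5 nM fluorescein-DNA and 100nM Texas-615-DNA. Fluorescence polarization was read for both dyes.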
# TRHR ag: agonists of human TRH receptor; P34981; 0.18% of 360,000 active; activation, % at 2 µM; TRHR cells, calcium flux fluo-8, FDSS agonist mode; in the data active = activation above about 30%; also: 0% is about no effect
#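 Agonist-mode FDSS calcium read (Ex 480/Em 530, 1 s cycles) in 1536-well TRHR cells with fluo-8 dye, after 10-cycle baseline and 23 nL compound addition; TRH at EC20 (10 nM final) added afterwards for the enhancer phase.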
# BLM inh: blocks DNA unwinding by human BLM helicase. 0.2% of 350,000 active. recombinant BLM DNA unwinding, fluorescence dequenching. Potency, µM (highest dose often 56.1 µM), inactives show top-dose activity change, negative = inhibition, hits mostly inhibitors. AID 2528;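 also: potency is read from the fitted curve at half-maximal effect; plate controls were vehicle for no effect and no enzyme for full effect; nearly all actives have a fitted effect of over 35% in size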
# POLI inh: DNA polymerase iota (human) inhibition. 1% of 390,000 active. Potency, µM (top dose mostly 115 µM), without a hit: at the highest dose activity, negative = inhibition, most hits filed as inhibitors. Q9UNA4. Pol iota fluorescent replication assay, 10 min. AID 588590; also: potency is read from the fitted curve at half-maximal effect
# Target sequence (Q9UNA4 whole entry, looked up): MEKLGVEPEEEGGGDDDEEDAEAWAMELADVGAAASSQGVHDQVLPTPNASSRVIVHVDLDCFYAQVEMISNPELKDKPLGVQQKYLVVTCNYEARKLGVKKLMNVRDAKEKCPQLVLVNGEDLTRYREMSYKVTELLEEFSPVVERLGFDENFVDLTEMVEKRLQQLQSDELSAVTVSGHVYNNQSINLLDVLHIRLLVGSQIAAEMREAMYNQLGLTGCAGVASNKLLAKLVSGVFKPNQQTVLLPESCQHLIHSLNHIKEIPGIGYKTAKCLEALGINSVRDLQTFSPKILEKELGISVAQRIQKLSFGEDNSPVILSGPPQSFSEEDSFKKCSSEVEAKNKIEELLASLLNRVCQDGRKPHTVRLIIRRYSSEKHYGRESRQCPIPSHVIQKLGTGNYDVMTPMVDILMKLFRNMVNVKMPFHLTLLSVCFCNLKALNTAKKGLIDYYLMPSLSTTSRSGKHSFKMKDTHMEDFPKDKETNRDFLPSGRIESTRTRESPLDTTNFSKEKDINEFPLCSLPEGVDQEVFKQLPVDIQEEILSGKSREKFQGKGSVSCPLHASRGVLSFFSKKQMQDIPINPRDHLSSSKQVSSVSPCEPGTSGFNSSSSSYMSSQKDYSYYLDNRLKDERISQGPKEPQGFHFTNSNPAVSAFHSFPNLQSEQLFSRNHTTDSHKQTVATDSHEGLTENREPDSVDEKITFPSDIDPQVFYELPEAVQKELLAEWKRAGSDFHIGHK
#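 Pol iota at 10 nM preincubated 15 min with compounds at room temperature; reaction started with fluorescent substrate, 50 nM final. Fluorescence read kinetically at 0 and 10 min; buffer-only wells as negative control.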
# POLK inh: blocks human DNA polymerase kappa activity; purified Pol kappa, fluorescent DNA synthesis assay, 10 min; Potency, µM (titrated, usually from 107 µM), for inactives: at the highest dose activity, negative = inhibition, most hits filed as inhibitors; 0.53% of 400,000 active; AID 588579; also: potency is read from the fitted curve at half-maximal effect; % is scaled to controls: 0 for no effect and ±100 for the full control effect
#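 Enzyme at 10 nM met test compounds for 15 min at room temperature. Substrate addition (50 nM final) began the reaction, which was monitored by fluorescence at 0 and 10 min.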
# Pol beta inh: DNA polymerase beta (human) inhibition | Pol beta primer extension/strand displacement, fluorescence kinetic | Potency, µM (series often up to 114 µM), without a hit: top-dose activity change, negative = inhibition, hits mostly inhibitors | 1.3% of 340,000 active | AID 485314 | P06746; also: potency is read from the fitted curve at half-maximal effect; % is scaled to controls: 0 for no effect and ±100 for the full control effect
#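 Curves were derived by four-parameter Hill fits of normalized qHTS data. The kinetic fluorescent primer-extension read was taken at 0 and 10 min after 50 nM substrate, following a 15 min room-temperature preincubation of 10 nM enzyme with compounds.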
# APE1 inh: inhibitors of human APE1 endonuclease; P27695; recombinant APE1, TAMRA/BHQ-2 abasic DNA cleavage fluorescence; Potency, µM (series often up to 65.8 µM), inactives show at the top dose activity change, negative = inhibition, most hits filed as inhibitors; 0.35% of 350,000 active;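 also: potency is read from the fitted curve at half-maximal effect; plate controls were vehicle for no effect and reference inhibitor for full effect; nearly all actives have a fitted effect of over 55% in size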
#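 Enzyme (0.75 nM final) and test compound are incubated 15 min at room temperature before adding 50 nM quenched THF abasic-site duplex. Cleavage dequenches TAMRA, followed at 525/598 nm over three reads one minute apart.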
# Apoferritin bind: binds horse apoferritin like a general anesthetic | apoferritin/1-aminoanthracene competitive binding, fluorescence | Potency, µM (titrated, usually from 77.5 µM), inactives show top-dose activity change, negative = displacement, most hits filed as inhibitors | 0.074% of 350,000 active | AID 485281; also: potency is read from the fitted curve at half-maximal effect; % is scaled to controls: 0 for no effect and ±100 for the full control effect; nearly all actives have a fitted effect of over 20% in size
# Target sequence (P02791 2-175 limits assumed): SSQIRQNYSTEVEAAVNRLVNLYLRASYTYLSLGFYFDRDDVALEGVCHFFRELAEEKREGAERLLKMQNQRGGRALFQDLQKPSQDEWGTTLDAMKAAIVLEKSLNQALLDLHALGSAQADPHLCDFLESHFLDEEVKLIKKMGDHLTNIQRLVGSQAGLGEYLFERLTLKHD
#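 Steps: apoferritin (10 uM) was premixed with half-saturated 1-AMA in PBS, compounds were pin-transferred, plates stood 10 min at room temperature, fluorescence was read at 380/535 nm, and curves were fitted with a Hill equation.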
# Numbers without * were called inactive; ? = inconclusive; / = no result given; [ ] = remark or other dose. Unless noted, calls follow the shape of the dose curve; as a rule, active = well fitted curve in the direction sought with a large enough effect; inconclusive = small, poorly fitted or top-dose-only effect, or another doubt; inactive = no such curve, though single readings can be large; an effect the other way counts as inactive or inconclusive. A portion of the library; the hit share may differ from the screen's.
1. COc1ccc(NC(=O)C2=C(C)Nc3c(C(=O)Nc4ccc(C)cc4)cnn3C2c2cccc(Cl)c2)cc1 (stereo not drawn)
2. C[C@@H]1CN([C@@H](C)CO)C(=O)c2cc(NC(=O)Nc3ccccc3)ccc2O[C@H]1CN(C)C(=O)Nc1cccc2ccccc12
3. Fc1ccc(F)c(Nc2c3c(nc4ccc(Cl)cc24)CCC3)c1
4. Cc1ccc2c(CC(=O)Nc3nc(C)cs3)coc2c1
5. O=C(Cn1ccc2ccccc2c1=O)N1CCN(Cc2ccc3c(c2)OCO3)CC1
6. CS(=O)(=O)N1CCC(c2noc(-c3ccc(C(F)(F)F)cc3)n2)CC1

Assay by compound	1	2	3	4	5	6
ALOX12 inh	?	/	-25%	?	-17%	149%[activator]
ERG-DNA inh	4%	-7%	5%	-1%	-4%	16%
TRHR ag	-0.4	/	-1.1	0.2	0.0	0.9
BLM inh	0%	/	-8%	-4%	4%	-2%
POLI inh	4%	39%[activator]	14%	-6%	29%	7%
POLK inh	-4%	4%	-14%	-3%	0%	-4%
Pol beta inh	1%	/	22%	-1%	12%	-15%
APE1 inh	/	17%	/	11%	-3%	6%
Apoferritin bind	-2%	/	-7%	-6%	-16%	2%

7. Cc1cc(C)cc(Oc2coc3cc(OC(=O)c4cccs4)ccc3c2=O)c1
8. Cc1cccc(-c2noc(CN(C(=O)CCc3ccccc3)C(C)C)n2)c1
9. CN(C)c1ccc(/C=N/NC(=O)c2ccc(CN3CCOCC3)cc2)cc1Br
10. COc1ccc(CCNC(=S)Nc2cc(C)cc(C)c2)cc1
11. C=C(CC[C@@H](O)C(C)(C)O)[C@H]1CC[C@]2(C)[C@@H]1CCC1[C@@]3(C)CC[C@H](O)C(C)(C)C3CC[C@]12C (stereo partly drawn)
12. Cc1ccc(NC(=O)Cn2c(=O)n(CCC(=O)NCc3ccccc3Cl)c(=O)c3ccccc32)cc1

Assay by compound	7	8	9	10	11	12
ALOX12 inh	-21%	0%	0%	?	11%	-29%
ERG-DNA inh	-5%	4%	12%	3%	-8%	1%
TRHR ag	0.4	1.2	-0.1	-0.4	/	-1.3
BLM inh	-5%	-12%	-10%	-6%	/	-6%
POLI inh	-8%	12%	-7%	2%	2%	6%
POLK inh	-3%	-6%	-1%	-12%	-8%	13%
Pol beta inh	-12%	-1%	?	2%	/	1%
APE1 inh	-3%	-7%	2%	-1%	19%	/
Apoferritin bind	?	-2%	-15%	143%[activator]	/	?

13. O=C(N/N=C/c1cccc(F)c1)c1csc2c1CCCC2
14. COCc1cc(=O)oc2cc(NS(=O)(=O)c3ccc(C)cc3)ccc12
15. Cc1ccc(-c2nc3sc(C(N)=O)c(N)c3c3c2CCCC3)cc1
16. CCOC(=O)C(=O)NC(C)CCc1ccccc1 (stereo not drawn)
17. COc1ccccc1C(=O)NCC(=O)N/N=C/c1cc(Br)ccc1OC(=O)/C=C\c1ccco1
18. CC1OC(Nc2cccc3ccccc23)C(O)C(O)C1O (stereo not drawn)

Assay by compound	13	14	15	16	17	18
ALOX12 inh	159%[activator]	208%[activator]	?	-31%	-14%	-23%
ERG-DNA inh	2%	-13%	3%	0%	11%	/
TRHR ag	0.2	0.9	-0.3	-0.1	15	0.4
BLM inh	-2%	-1%	5%	-1%	4%	-3%
POLI inh	3%	61%[activator]	31%[activator]	4%	?	32%[activator]
POLK inh	-17%	-4%	-5%	-3%	32µM*	-2%
Pol beta inh	1%	2%	9%	1%	-5%	-1%
APE1 inh	-4%	-12%	4%	-5%	-7%	-3%
Apoferritin bind	-22%	118%[activator]	10%	-2%	-18%	-14%

19. CCCCN(C)C(=O)c1cn(CC)c2nc(C)ccc2c1=O
20. Brc1ccc(C[n+]2ccccc2)cc1
21. O=C1COc2ccc(-c3cc(-c4ccc(Cl)cc4)c4c(n3)-c3ccccc3OC4)cc2N1
22. Cc1ccc(N(C)S(=O)(=O)c2c(-c3ccccc3)csc2C(=O)O)cc1
23. O=C(c1ccc(Cl)cc1)N1CCC(c2nc3ccccc3o2)CC1
24. O=C(NCCc1csc(-c2ccc(F)cc2)n1)c1c(F)cccc1Cl

Assay by compound	19	20	21	22	23	24
ALOX12 inh	4%	-7%	-24%	-20%	?	-21%
ERG-DNA inh	3%	-7%	-14%	-3%	-2%	-1%
TRHR ag	1.1	0.0	0.0	-0.8	0.1	-1.1
BLM inh	-1%	/	-3%	-3%	0%	-3%
POLI inh	6%	29%	13%	1%	20%	-5%
POLK inh	-10%	3%	-12%	6%	-20%	-13%[60.1 µM]
Pol beta inh	30%	/	-2%	12%	5%	?
APE1 inh	11%	14%	/	/	/	/
Apoferritin bind	-8%	/	-3%	-3%	-6%	47%[activator]

# Sorted by number of heavy atoms (lowest first): 6 of the compounds above.
20. Brc1ccc(C[n+]2ccccc2)cc1
16. CCOC(=O)C(=O)NC(C)CCc1ccccc1 (stereo not drawn)
18. CC1OC(Nc2cccc3ccccc23)C(O)C(O)C1O (stereo not drawn)
19. CCCCN(C)C(=O)c1cn(CC)c2nc(C)ccc2c1=O
24. O=C(NCCc1csc(-c2ccc(F)cc2)n1)c1c(F)cccc1Cl
22. Cc1ccc(N(C)S(=O)(=O)c2c(-c3ccccc3)csc2C(=O)O)cc1

Assay by compound	20	16	18	19	24	22
ALOX12 inh	-7%	-31%	-23%	4%	-21%	-20%
ERG-DNA inh	-7%	0%	/	3%	-1%	-3%
TRHR ag	0.0	-0.1	0.4	1.1	-1.1	-0.8
BLM inh	/	-1%	-3%	-1%	-3%	-3%
POLI inh	29%	4%	32%[activator]	6%	-5%	1%
POLK inh	3%	-3%	-2%	-10%	-13%[60.1 µM]	6%
Pol beta inh	/	1%	-1%	30%	?	12%
APE1 inh	14%	-5%	-3%	11%	/	/
Apoferritin bind	/	-2%	-14%	-8%	47%[activator]	-3%

# Continued:
25. Cc1ccc(S(=O)(=O)N/N=C/C(C)(C)CO)cc1
26. CCCS(=O)(=O)NCc1ccc2c(c1)cc(C)n2C
27. COC(=O)c1ccccc1OCCN1CCCCCC1
28. N=c1c(S(=O)(=O)c2ccc(Br)cc2)cc2c(=O)n3ccccc3nc2n1C1CCCC1
29. O=C(NCCc1cn2ccsc2n1)c1cccs1
30. CC1CCN(S(=O)(=O)c2ccc3c(ccc(=O)n3CC(=O)NCc3ccccc3Cl)c2)CC1

Assay by compound	25	26	27	28	29	30
ALOX12 inh	0%	-8%	-19%	?	21%[57.4 µM]	-24%
ERG-DNA inh	6%	/	2%	-6%	-5%	-1%
TRHR ag	0.1	-0.3	-0.3	3.1	-1.1	0.3
BLM inh	-1%	3%	2%	-3%	1%	-2%
POLI inh	-10%	83%[activator]	81%[activator]	-3%	?	-14%
POLK inh	-8%	-6%	-7%	-5%	-8%	-3%[60.1 µM]
Pol beta inh	1%	4%	29%	?	-2%	-7%
APE1 inh	-1%	-4%	?	-22%	-1%	/
Apoferritin bind	-8%	-4%	0%	-12%	1%	-2%

31. CCN(CC)C(=O)Cn1cc(S(=O)(=O)CC(=O)Nc2cc(C)on2)c2ccccc21
32. Cc1noc(C)c1-c1ccc2ncnc(Nc3ccccc3)c2c1
33. COCCCNC(=O)c1cccs1
34. CC(C)NC(=O)Cn1c(=O)c2c(ncn2Cc2ccccc2)n(Cc2ccccc2)c1=O
35. CCOC(=O)C1(Cc2ccccc2)CCCN(C(=O)c2cn[nH]c2)C1 (stereo not drawn)
36. COc1cccc(NC(=O)C2CCN(S(=O)(=O)c3ccc4[nH]c5c(c4c3)CCCCC5)CC2)c1

Assay by compound	31	32	33	34	35	36
ALOX12 inh	?	?	8%	14%	-2%	-20%
ERG-DNA inh	-8%	/	-1%	7%	-9%	5%
TRHR ag	/	/	1.1	-0.6	-0.6	0.1
BLM inh	/	-3%	0%	-3%	2%	-7%
POLI inh	36%[activator]	/	?	-2%	32%[activator]	13%
POLK inh	-5%	1%[60.1 µM]	6%	2%	12%	-2%
Pol beta inh	/	/	12%	32%	18%	-1%
APE1 inh	/	-3%	11%	-7%	77%[activator]	/
Apoferritin bind	/	/	-7%	-9%	-2%	-3%

37. CC(C)c1ccccc1NC(=O)c1ccccc1NC(=O)C1CCCCC1
38. CCOC(=O)C1CCC/C1=N\NC(=O)CN(c1cc(OC)ccc1OC)S(=O)(=O)c1ccccc1 (stereo not drawn)
39. C[C@H](NC(=O)OCc1ccccc1)C(=O)NNC(=O)[C@H](C)NC(=O)OCc1ccccc1
40. C=CCOc1ccc(/C=C/C(=O)OCC(=O)NC2CCCCCCC2)cc1
41. Cc1ccc(Cn2c(=O)c3c(nc4n3CCCN4Cc3ccccc3)n(C)c2=O)cc1
42. O=C(NCc1cccnc1)c1ccc(=O)oc1
43. CCC(=O)Nc1cccc(NC(=O)CSc2nc3c(c(=O)n(C)c(=O)n3C)n2C)c1
44. CCOC(=O)c1c(NCC(C)C)c2ccccc2[nH]c1=O

Assay by compound	37	38	39	40	41	42	43	44
ALOX12 inh	-5%	-1%	2%	-4%	0%	-2%	-16%	0%
ERG-DNA inh	-10%	-1%	10%	6%	0%	-1%	-4%	-3%
TRHR ag	0.8	-1.6	-0.7	0.0	-0.5	0.6	1.1	-0.6
BLM inh	-11%	-5%	-2%	-5%	-4%	-1%	-6%	-6%
POLI inh	17%	173%[activator]	21%	32%[activator]	3%	25%	38%[activator]	6%
POLK inh	-9%[60.1 µM]	-15%	-2%	-5%	-14%	-4%	-20%	-2%
Pol beta inh	-1%	18%	14%	28%	?	29%	48%	32%
APE1 inh	-3%	25%	-9%	-9%	-1%	-3%	1%	12%
Apoferritin bind	4%	5%	6%	-15%	-11%	-6%	-8%	-16%
